# Screening results (PubChem)
# ABHD5 PLIN5 PPI: inhibitors of human ABHD5-perilipin-5 interaction; inhibition, % at 4 µM; Q00G26+Q8WTS1; AID 602281; Split G. princeps luciferase complementation, luminescence, 4 h; 360,000 tested, 0.78% active;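 active = inhibition above the mean inhibition across every tested compound plus 3 SD, cut at about 22% in these data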;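 note: 0% = DMSO only wells and the 100% control is not disclosed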
# N-glyco inh: N-linked glycosylation inhibition | D54 ERlucT glycosylation luciferase reporter, 24 h; percent of 100 nM tunicamycin response | 360,000 tested, 0.23% active | reporter increase, % at 12.5 µM;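 active = mean luciferase reporter signal, scaled so untreated is 0 and the glycosylation-blocking control 100, at or above a set limit in every replicate; inconclusive = mean reaches the limit but not every replicate does; inactive = mean below the limit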;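 note: luciferase carries N-glycosylation sites so blocking glycosylation raises the light; 0% = median of neutral control wells and 100% = median of 100 nM tunicamycin wells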
# ABCB6 inh 2: blocks the human ABCB6 transporter. K562-ABCB6 porphyrin accumulation, flow cytometry, 1 h; stronger effect = lower value. 360,000 tested, 0.19% active. fluorescence ratio to DMSO, % at 10 µM. AID 602162. Q9NP58;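 active = fluorescence ratio to DMSO below 75%, the collection mean minus 3 SD; inconclusive = too few cells collected in the well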;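 note: signal is porphyrin accumulated inside mitochondria; 100% equals median channel fluorescence of DMSO control wells; lower ratio means ABCB6 inhibition with less porphyrin fluorescence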
# Target sequence (Q9NP58 whole entry, looked up): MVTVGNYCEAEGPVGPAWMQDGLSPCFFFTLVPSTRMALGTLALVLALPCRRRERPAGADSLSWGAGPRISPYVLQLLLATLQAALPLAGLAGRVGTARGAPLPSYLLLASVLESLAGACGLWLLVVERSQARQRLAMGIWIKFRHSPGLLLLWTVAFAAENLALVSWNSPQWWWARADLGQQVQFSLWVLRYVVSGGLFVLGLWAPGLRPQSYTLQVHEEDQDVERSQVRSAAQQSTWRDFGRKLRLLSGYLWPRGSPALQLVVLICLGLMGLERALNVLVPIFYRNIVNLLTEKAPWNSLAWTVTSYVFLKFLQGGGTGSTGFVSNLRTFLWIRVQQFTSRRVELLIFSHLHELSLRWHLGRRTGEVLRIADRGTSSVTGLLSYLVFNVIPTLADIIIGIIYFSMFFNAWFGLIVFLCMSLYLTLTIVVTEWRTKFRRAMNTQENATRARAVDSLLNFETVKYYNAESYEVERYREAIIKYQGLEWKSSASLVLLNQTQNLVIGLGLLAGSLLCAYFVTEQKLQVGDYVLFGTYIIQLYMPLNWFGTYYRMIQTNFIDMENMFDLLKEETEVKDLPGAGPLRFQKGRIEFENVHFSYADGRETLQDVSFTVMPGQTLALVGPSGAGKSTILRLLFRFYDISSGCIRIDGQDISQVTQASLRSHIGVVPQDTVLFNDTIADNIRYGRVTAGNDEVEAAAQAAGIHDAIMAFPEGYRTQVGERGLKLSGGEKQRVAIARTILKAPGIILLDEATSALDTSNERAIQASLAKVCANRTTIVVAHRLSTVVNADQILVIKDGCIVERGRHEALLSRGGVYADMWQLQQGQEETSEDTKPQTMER
# TLR9-MyD88 block: blocks human TLR9 binding to MyD88; Q9NR96+Q99836; 340,000 tested, 0.21% active; inhibition, % at 4.98 µM; CHO BLA complementation TLR9-MyD88, CCF4 FRET ratio;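 active = inhibition above the mean over all tested compounds plus 3 SD, cut at about 21% in these data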;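 note: 0% = DMSO only wells and 100% = clavulanate BLA inhibitor control wells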
# MC4R antagonist: human MC4R antagonism in cAMP assay | MC4R-expressing cells, MTII-stimulated cAMP, LANCE TR-FRET | P32245 | AID 540295 | inhibition, % at 6.5 µM | 360,000 tested, 0.48% active;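 active = inhibition above its plate's cutoff, the mean of tested wells on that plate plus 3 SD, cut at about 29% in these data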;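 note: 0% = Melanotan II alone and 100% = Melanotan II plus saturating MCL0020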
#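 Material: human MC4R-expressing U2OS cells. Probe or stimulus: Melanotan II challenge. Dosing: 6.5 µM single dose. Times: 30-min compound, 1-h challenge, 1-h detection, room temperature. Technique: TR-FRET with Eu-cAMP and labeled anti-cAMP, 671 nm. Replication: singlicate.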
# Granule exo inh: lytic granule exocytosis inhibition; inhibition, % at 10 µM; TALL-104 LAMP-1 surface exposure, flow cytometry; cells stimulated with thapsigargin and PMA; 360,000 tested, 0.66% active;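 active = inhibition above about 55%, limit read from the data; inconclusive = no clear call, values can overlap the other calls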
# Vif inh: HIV Vif inhibition. HEK293T cells, Vif self-association by quenched fluorescence, imaging, 24 h. inhibition, % at 7.49 µM. 340,000 tested, 0.35% active. AID 602346; in the data active = inhibition above about 50%, passing the limit was not always enough; inconclusive = no clear call, values can overlap the other calls; inactive = below about 31%; note: some results filed as inactive read as strong as hits
# NOD2-RIPK2 inh: blocks binding of human NOD2 to RIPK2; O43353; CHO BLA complementation NOD2-RIPK2, CCF4 ratio; inhibition, % at 4.98 µM; 360,000 tested, 0.38% active; in the data active = inhibition above about 21%;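 note: 0% = vehicle only and 100% = reference blocker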
# aDG glyco act: alpha-DG glycosylation activation; AID 624168; Pro5-aDG cells, alpha-DG glycosylation AlphaScreen (IIH6); 0% Pro5, 100% B10-LARGE cell signal; activation, % at 10 µM; 360,000 tested, 0.22% active;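 active = activation of at least 8% versus controls, or a plate z-score of at least 8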;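 note: Pro5 are CHO cells carrying HIG-tagged alpha-DG that lacks glycosylation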
# MC4R ag barr: activates human MC4R beta-arrestin recruitment; P32245; U2OS MC4R beta-arrestin complementation, luminescence; percent of melanotan II response, DMSO zero; activation, % at 8.9 µM; 360,000 tested, 0.98% active;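 active = activation above a per-plate cutoff, the mean activation of sample wells on that plate plus 3 SD, cut at about 8% in these data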
# Active calls of the source: *; u = inconclusive; x = no result given. This is a subset; the hit share may differ from the screen's.
# Start of the listing, in advance:
SMILES,ABHD5 PLIN5 PPI,N-glyco inh,ABCB6 inh 2,TLR9-MyD88 block,MC4R antagonist,Granule exo inh,Vif inh,NOD2-RIPK2 inh,aDG glyco act,MC4R ag barr
CCOc1ccccc1NC(=O)C(NCC1CCCCC1)c1ccccc1 (configuration not stated),-12,-6,92,-1,6,4,-7,-3,-0.1,-3.6
Cc1cccc(OCC(=O)NCc2n[nH]c(=O)c3ccccc23)c1,5,2,100,-4,2,-4,-3,-4,0.2,-4.1
CCC(=O)Nc1c(-c2cccs2)c(=O)c2ccccc2n1C,7,x,131,1,0,-3,x,-3,-0.1,-0.5

# All compounds of this part (from the top)
SMILES,ABHD5 PLIN5 PPI,N-glyco inh,ABCB6 inh 2,TLR9-MyD88 block,MC4R antagonist,Granule exo inh,Vif inh,NOD2-RIPK2 inh,aDG glyco act,MC4R ag barr
CCOc1ccccc1NC(=O)C(NCC1CCCCC1)c1ccccc1 (configuration not stated),-12,-6,92,-1,6,4,-7,-3,-0.1,-3.6
Cc1cccc(OCC(=O)NCc2n[nH]c(=O)c3ccccc23)c1,5,2,100,-4,2,-4,-3,-4,0.2,-4.1
CCC(=O)Nc1c(-c2cccs2)c(=O)c2ccccc2n1C,7,x,131,1,0,-3,x,-3,-0.1,-0.5
COc1ccc(C(=O)OCC(=O)N2CCCCC2)cc1[N+](=O)[O-],3,2,97,7,4,-3,4,-3,-0.4,-2.4
O=C(CSC1=NS(=O)(=O)c2ccccc2N1)N1CCCCC1,-2,5,93,1,21,0,8,2,0.0,-1.5
COc1ccc(-c2nc3ccccc3c(=O)n2NC(=O)Cc2ccccc2)cc1,-1,-3,94,2,7,-4,0,-11,0.1,-0.2
Cc1[nH]c2ccccc2c1C(=O)CN1C(=O)C(=O)N(C2CCCC2)C1=O,10,-3,101,4,-6,0,1,-5,0.0,2.1
O=C(O)/C=C/c1nc(-c2ccccc2)n2ccccc12,6,1,115,2,-4,8,10,7,0.2,-1.4
Cc1ccc(OCC(=O)Nc2ccccc2[N+](=O)[O-])c(Br)c1,2,-9,101,6,1,-4,-2,-4,-0.4,2.7
O=C1C=C(O)CC2(CCCCC2)C1,-2,0,99,x,x,6,8,-10,-0.2,x
CCOc1cc(-c2nc(-c3ccc(OC)cc3)no2)cc(OCC)c1OCC,-9,4,107,-5,2,-1,-2,4,0.0,-0.9
C/C=C/c1ccc(OCCCNC2CCCC2)c(OC)c1,0,-3,90,5,-6,-2,1,-6,9.6*,-1.6
COc1ccc(CCNC(=O)CSc2nc(=O)n3cc(C)ccc3n2)cc1OC,-3,2,94,8,-7,1,14,-15,0.1,-4.1
CCOc1cc(/C=N/NC(N)=S)cc(Br)c1OCc1ccccc1C,-16,10,92,-3,5,1,-17,-5,0.6,3.4
CCCC(c1nnnn1Cc1cccs1)N1CCN(C2CCCC2)CC1 (configuration not stated),0,-2,98,8,2,-1,1,0,-0.3,-0.8
O=[N+]([O-])c1ccc(-c2c(O)c3ccccc3c3nc4ccccc4nc23)cc1,-2,-3,103,-7,0,0,2,-10,-0.1,-1.9
C=CCNC(=S)N1CCN(CCN=CC2=C(O)CC(c3ccc(Cl)cc3)CC2=O)CC1 (configuration not stated),2,0,96,-1,3,2,2,1,0.5,-0.2
CCOC(=O)C(N)CSC1CC(=O)N(c2ccc(OCC)cc2)C1=O (configuration not stated),-5,2,93,3,-3,-4,-2,-11,-0.1,-1.1
c1coc(-c2nnc3sc(C4CCCCC4)nn23)c1,4,-3,99,-5,8,-6,-3,-1,0.0,0.5
CCC12CN(C(=O)c3ccc([N+](=O)[O-])cc3)CC(CC)(CN(C(=O)c3ccc([N+](=O)[O-])cc3)C1)C2=O,2,0,99,x,16,11,-1,-10,0.0,2.6
CCCCN(CC)CCCNC(=O)c1ccc2c(c1)N(CC)C(=O)c1ccccc1S2(=O)=O,-2,0,128,1,7,26,x,-6,-0.1,-0.2
Cc1occc(=O)c1OC(=O)Nc1ccccc1,4,-1,89,3,7,-6,-40,0,-0.1,-1.7
CN(C)C1=NCCN1CC1CCCCC1,-3,0,100,0,15,46,7,0,-0.2,0.1
CC(=O)Nc1ccc(C2NC(=S)N(c3ccccc3C(F)(F)F)C(C)=C2C(=O)N2CCOCC2)cc1 (configuration not stated),-12,0,103,-8,-2,-10,29,-6,0.0,3.0
CC(C)(C)c1ccc(Oc2ccc(NC(=O)C3CC=CCC3C(=O)O)cc2)cc1 (configuration not stated),-4,0,93,0,-1,5,7,-4,0.1,-1.5
COc1ccccc1-c1nnc(SCC(=O)O)n1C,-6,0,99,5,7,-6,3,-6,0.0,-0.4
Cc1ccccc1S(=O)(=O)Cc1ccc(C(=O)NC2CCCCC2C)o1 (configuration not stated),2,-8,95,-5,-4,5,4,2,0.2,-1.9
C[C@H](CO)N1C[C@H](C)[C@@H](CN(C)S(=O)(=O)c2ccccc2)Oc2c(NC(=O)Nc3ccccc3)cccc2C1=O,0,-2,92,-4,9,0,0,0,0.0,-2.8
COc1ccc(/C=N/NC(=O)CNC(=O)c2ccc(S(=O)(=O)N3CCOCC3)cc2)cc1OC,-3,2,99,-1,3,-4,10,-9,-0.1,-1.4
COc1ccc(S(=O)(=O)N2CCOCC2)cc1NC(=O)CCc1nc2ccccc2c(=O)[nH]1,-4,x,102,-2,-1,-4,x,-17,-0.1,1.2
COc1cc(/C=N/n2c(C3CCCCC3)n[nH]c2=S)cc(Br)c1O,4,-1,98,-8,18,9,-4,-7,-0.1,-1.0
Cc1ccc(Cn2ccsc2=NC(=O)CCl)cc1,-2,-1,98,-2,9,-2,1,0,-0.6,15*
CCOc1ccc(-n2cc(C(=O)NCc3ccco3)c3cc(OC)c(OC)cc3c2=O)cc1,0,1,93,-14,3,0,-11,0,-0.5,-0.1
O=C1CCN1C1(C(=O)NC2CCCCC2)CCCC1,9,1,106,-5,3,-2,1,-3,-0.2,2.2
C=CCc1ccccc1OCC(O)CN1CCN(C(=O)OCC)CC1 (configuration not stated),6,2,94,-2,-4,0,-5,2,0.1,-0.6
CCCCOCCCNC(=O)C[C@@H]1C[C@@]2(C(=O)OCC)CCC=C2N(Cc2ccccc2)C1=O,3,x,96,x,x,1,x,-11,-0.1,x
Cc1nc2ccccc2c(=O)n1CCN1CCOCC1,0,4,99,4,3,-5,13,-2,-0.2,-1.5
CCc1ccc(NC(=O)C2(C)Cc3ccccc3C(=O)O2)cc1 (configuration not stated),0,3,109,-6,24,1,0,-8,0.0,-2.3
Cc1cnc(NC(=O)c2cncc(Br)c2)s1,-4,-3,101,-11,-2,-1,11,-8,0.3,0.6
Cc1ccc(S(=O)(=O)c2nnn3c2nc(Nc2cccc(C)c2)c2ccccc23)cc1,1,0,98,-7,18,-1,0,2,-0.1,-0.3
COc1ccc(-c2n[nH]c(C)c2-c2ccc(OC)c(OC)c2)c(O)c1,6,12,108,13,-3,1,-1,-20,-0.2,1.1
CCCN(CCC)C(=O)c1ccc2c(c1)N(CC)C(=O)c1ccccc1S2(=O)=O,-36,-2,100,0,-1,5,-12,7,0.1,-1.6
O=C(NN1C(=O)C2C3C=CC(C4CC34)C2C1=O)c1ccc(Cl)cc1Cl (configuration not stated),6,-2,97,-7,-1,0,-5,1,-0.1,1.4
CCOC(=O)c1cnn(-c2cc(Oc3ccccc3C)ncn2)c1N,-6,1,100,3,6,4,3,-4,0.1,5.9
COc1ccc(C(=O)/C=C/Nc2ccc(S(N)(=O)=O)cc2)cc1OC,4,1,95,-5,24,1,17,-26,-0.2,1.1
Cc1nn(CC(=O)Nc2nnc(C(C)C)s2)c(=O)c2ccccc12,-5,0,110,1,-3,-2,-3,4,0.3,-2.2
CN(C(=O)c1cccc(NC(=O)Cc2ccc(NC(=O)C3CCCN(C(=O)CCc4ccccc4)C3)cc2)c1)C1CCCC1 (configuration not stated),6,-3,94,17,7,2,x,-21,0.0,1.3
O=C(COC(=O)Cc1cn2ccsc2n1)Nc1nc2ccccc2s1,2,1,96,9,10,-1,-4,8,0.0,-0.1
CCc1cccc(NC(=O)C2CCCN2S(=O)(=O)c2ccccc2C(F)(F)F)c1 (configuration not stated),-7,-3,100,-5,13,-6,-9,3,-0.1,0.1
CCOC(=O)C1=CCN(S(=O)(=O)c2ccccc2F)C1c1cccc(F)c1 (configuration not stated),5,2,94,x,x,6,x,9,0.1,x
Cc1ccc(C)c(C(=O)COC(=O)CCN2C(=O)C3C4CCC(C4)C3C2=O)c1 (configuration not stated),3,3,97,0,0,0,x,-2,-0.2,-2.9
Nc1nc2n(n1)C(=O)CC(c1ccccc1)N2 (configuration not stated),0,0,100,4,10,-7,3,-7,0.8,1.3
NS(=O)(=O)c1ccc2ccccc2c1,-1,1,101,-7,15,-3,0,5,0.0,-0.6
Cc1ccc2nc(C(O)C(O)c3nc4ccc(C)cc4[nH]3)[nH]c2c1 (configuration not stated),1,-8,102,-11,3,4,-25,-1,0.0,-1.6
c1ccc(-c2onc(-c3ccco3)c2-c2ccc3c(c2)OCO3)cc1,1,-3,105,0,12,-4,x,-3,0.1,10.0*
COc1ccc(-n2nc(C(=O)NCC(=O)N3CCN(c4cccc(Cl)c4)CC3)c3ccccc3c2=O)c(OC)c1,-2,2,95,-4,8,8,-20,-2,-0.2,0.5
CCCS(=O)(=O)NC(=O)C1(C)CCN(C(=O)c2cc(F)cc(F)c2)C1 (configuration not stated),10,0,89,x,5,-2,-7,-4,0.0,0.3
NC(=O)c1ccc(NC(=O)c2cnc3ccccc3n2)cc1,3,2,101,-6,-5,-4,-5,-7,-0.1,-0.5
CC(C)Oc1ccccc1C(=O)NC(CO)C(=O)O (configuration not stated),1,0,96,7,18,13,-2,0,0.0,-0.5
COc1cccc(N=c2oc3ccccc3cc2-c2nc3ccccc3[nH]2)c1,3,-13,99,7,5,-2,-5,16,-0.1,0.6
# The results go on.
SMILES,ABHD5 PLIN5 PPI,N-glyco inh,ABCB6 inh 2,TLR9-MyD88 block,MC4R antagonist,Granule exo inh,Vif inh,NOD2-RIPK2 inh,aDG glyco act,MC4R ag barr
COc1ccc(COC(=O)Oc2ccc(CNC(C)=O)cc2OC)c([N+](=O)[O-])c1,-4,1,99,1,0,-3,0,4,0.0,0.3
COc1ccc(-c2cc(-n3c(C(F)(F)F)nc4ccccc43)n(CCC#N)n2)cc1,4,-1,99,-1,1,-4,-7,-2,0.4,2.7
C=Cn1ccnc1P(=S)(c1ccc2c(c1)c1ccccc1n2CC)c1nccn1C=C,-4,14,96,7,-3,7,10,-12,-0.1,-1.8
C/C(=N\NC(=O)CCn1nnc2ccccc21)c1ccco1,-4,0,98,-9,15,9,-6,-7,-0.1,1.1
COc1cc(/C=C2/OC(=O)c3cc([N+](=O)[O-])ccc32)cc(OC)c1OC,5,-1,98,-1,7,0,u,-13,1.4,-1.1
CCCC(=O)Nc1ccc(C(=O)Nc2ccc([N+](=O)[O-])cc2OC)cc1,0,-1,78,4,-10,5,-6,7,-0.5,5.4
CCCCCN(C(=O)NC(=O)Nc1ccc(C)cc1)S(=O)(=O)c1ccccc1,-7,-1,104,9,10,2,-2,-1,-0.2,7.4
